Screening data from PubChem BioAssay.
PAX8 inh HTS = inhibitors of PAX8-driven TPO luciferase reporter, primary screen, RMG-I cells, single concentration; inhibition, % at 12.6 µM; 1.2% of 360,000 active; SteadyGlo, 24 h;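 active means mean replicate inhibition at least 60% with every replicate also reaching 60%; inconclusive means only one of the two criteria is met; inactive means mean below 60% and not all replicates reaching 60%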;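 further: luciferase light reporting Pax8 driven TPO promoter activity; plate controls were median of neutral control wells for no effect and mitoxantrone controls for full effect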
PGC1a acetyl inh = inhibitors of PGC1a acetylation signal, primary screen, cell-based, U2OS, AlphaScreen, inhibitor mode; AlphaScreen anti-acetyl-lysine; with virally co-expressed GCN5 acetyltransferase; inhibition, % at 15.6 µM; 0.17% of 350,000 active; AID 651687, 2012;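 active means every replicate shows inhibition of at least 40%; inconclusive means mean inhibition at least 40% but some replicate below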;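 further: 0% = neutral control wells and 100% = positive control wells; some results beyond the cut were filed as inactive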
FN deposition inh = inhibitors of fibronectin matrix deposition, primary screen, AH1F cells, Alexa488-fibronectin fluorescence, plate reader | AH1F fibroblasts, overnight | inhibition, % at 12.6 µM | 0.086% of 350,000 active | AID 743247, 2014;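 active means mean inhibition across replicates of 30% or more, regardless of how many single replicates reach that level; inconclusive means mean under 30% yet at least half of replicates reach 30%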;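 further: positive control wells lacked labelled fibronectin entirely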
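Test system: AH1F fibroblast monolayer depositing Alexa488-labelled fibronectin into matrix. Input: 10000 cells per well. Technique: fluorescence, ex 485 nm, em 525 nm. Buffer or medium: DMEM plus 2% serum, read in PBS. Timing: 1 h cell adhesion before compound, then overnight fibronectin incubation. Compound: single dose, pinned. Read-out basis: inhibition from reduced deposited-fibronectin fluorescence.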
PglD DTNB = C. jejuni PglD acetyltransferase inhibitors, primary screen, biochemical, DTNB colorimetric, single point; UDP-N-acetylbacillosamine N-acetyltransferase PglD (Campylobacter jejuni); purified PglD enzyme, DTNB colorimetric CoA detection; inhibition, % at 12.5 µM; 0.098% of 360,000 active; AID 602405, 2012; in the data active means inhibition above about 16%, passing the limit was not always enough; inconclusive means no clear call, values can overlap the other calls; further: strong numbers were not always called active
ERAP1 inh = human ERAP1 aminopeptidase inhibitors, primary screen, biochemical, single point, plate reader; Endoplasmic reticulum aminopeptidase 1 (Homo sapiens), Q9NZ08; recombinant ERAP1, Leu-AMC fluorescence, 60 min; inhibition, % at 10.7 µM; 0.15% of 340,000 active;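 active means mean replicate inhibition of at least 30%, or all replicates individually reaching that 30% level; inactive means mean below 30% and not every replicate reaching it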;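 further: 0% = neutral control wells and 100% = L-leucinethiol positive control wells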
Target sequence (Q9NZ08 whole entry, looked up): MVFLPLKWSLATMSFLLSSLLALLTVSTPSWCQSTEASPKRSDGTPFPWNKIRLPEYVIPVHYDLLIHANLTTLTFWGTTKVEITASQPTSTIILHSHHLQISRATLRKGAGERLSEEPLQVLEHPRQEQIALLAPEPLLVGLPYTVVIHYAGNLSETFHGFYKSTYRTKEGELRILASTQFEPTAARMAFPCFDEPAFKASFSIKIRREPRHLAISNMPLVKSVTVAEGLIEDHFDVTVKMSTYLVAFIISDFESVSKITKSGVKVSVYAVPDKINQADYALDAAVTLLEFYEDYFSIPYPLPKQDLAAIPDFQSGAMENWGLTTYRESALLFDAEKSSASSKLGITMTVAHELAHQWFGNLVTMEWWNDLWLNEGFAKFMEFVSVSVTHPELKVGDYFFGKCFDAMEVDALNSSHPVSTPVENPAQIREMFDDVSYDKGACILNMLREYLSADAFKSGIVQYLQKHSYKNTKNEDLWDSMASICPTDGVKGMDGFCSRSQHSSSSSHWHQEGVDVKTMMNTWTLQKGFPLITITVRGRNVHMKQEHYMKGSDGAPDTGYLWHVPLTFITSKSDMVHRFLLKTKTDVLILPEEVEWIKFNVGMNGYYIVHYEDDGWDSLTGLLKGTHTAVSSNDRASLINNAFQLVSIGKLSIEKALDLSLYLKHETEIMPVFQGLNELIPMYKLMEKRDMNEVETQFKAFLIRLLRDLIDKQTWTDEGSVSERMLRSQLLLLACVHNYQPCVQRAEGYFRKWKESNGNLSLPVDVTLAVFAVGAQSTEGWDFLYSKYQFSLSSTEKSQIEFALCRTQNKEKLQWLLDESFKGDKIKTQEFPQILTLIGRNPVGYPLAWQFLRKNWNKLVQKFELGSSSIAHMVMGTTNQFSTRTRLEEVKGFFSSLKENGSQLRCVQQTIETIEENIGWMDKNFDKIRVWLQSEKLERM
EWS-Fli inh = EWS/Fli-driven NR0B1 reporter inhibitors, primary screen, A673 cells, NR0B1 luciferase, luminescence, MLPCN library. viability-normalised. inhibition, % at 12.6 µM. 0.67% of 350,000 active. AID 651661, 2012;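 active means mean inhibition of at least 50% after viability correction, with every replicate also passing that limit; inconclusive means mean reaches 50% but only one of two replicates passes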;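 further: firefly luciferase signal divided by Alamar Blue viability fluorescence both relative to DMSO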
S100A4 inh HTS = inhibitors of S100A4-myosin IIA peptide binding, primary screen, biochemical, fluorescence polarization, TAMRA-MyoIIA peptide. 0.14% of 360,000 active. AID 652163, 2013. Protein S100-A4 (Homo sapiens), P26447. inhibition, % at 10.7 µM;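 active means mean inhibition of at least 70% across replicates, with every replicate also reaching that level; inconclusive means mean inhibition reaches 70% but some replicates fall short; inactive means mean inhibition below 70%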
Target sequence (P26447 whole entry, looked up): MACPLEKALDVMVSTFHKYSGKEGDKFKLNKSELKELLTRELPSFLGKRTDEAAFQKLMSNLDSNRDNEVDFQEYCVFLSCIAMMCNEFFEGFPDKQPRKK
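incubation = readout 5 min after mixing, signal stable up to 60 min | system = S100A4 monomer protein | buffer or medium = HEPES pH 7.2 with CaCl2, KCl, NaCl, DTT, Triton | benchmarks = neutral control DMSO, positive control TFP | also added = fluorescent myosin IIA peptide, 5 nM | compound dosing = one concentration per compound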
LGR2 antag = inhibitors of bursicon-induced LGR2 CRE-luciferase signal, primary screen, cell-based, HEK293, CRE-luciferase reporter, bursicon stimulation; Drosophila bursicon receptor LGR2 (rickets); bursicon-stimulated, 4 h; inhibition, % at 9.99 µM; 0.35% of 380,000 active; AID 720647, 2013;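 active means drop in luminescence signal, shown as inhibition above about 50% in the replicate tests, limit read from the data, passing the limit was not always enough; inconclusive means probably only some replicates passing the limit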;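 further: agonist challenge used bursicon conditioned medium at about half maximal strength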
* hit, by the source's call; u = inconclusive; x = not tested or not shown.

SMILES	PAX8 inh HTS	PGC1a acetyl inh	FN deposition inh	PglD DTNB	ERAP1 inh	EWS-Fli inh	S100A4 inh HTS	LGR2 antag
Cc1ccc(CNC(=O)CCC2CCCN(Cc3cccc4c3OCO4)C2)o1 (stereo unspecified)	4	-7	11	1	-2	3	21	7
O=C(NC1CCC1)[C@@H]1[C@@H](CO)[C@@H]2Cn3c(ccc(-c4ccccc4)c3=O)[C@H]1N2Cc1cocn1	1	x	x	-3	-1	4	39	3
Nc1nc2c(ncn2[C@@H]2O[C@H](C(=O)N[C@@H](Cc3ccccc3)C(=O)NCc3ccc4c(c3)OCO4)[C@@H](O)[C@H]2O)c(=O)[nH]1	-9	x	6	x	-1	-9	0	-9
CN1CCN(C(=O)c2cc3c(c(-c4cccc(-c5ccccc5F)c4)n2)[C@@H](CCO)N([S@](=O)C(C)(C)C)C3)CC1	2	3	-2	6	1	-10	-56	-9
O=S(=O)(c1ccccc1F)N1CCN(CCc2ccccc2)CC1	-3	-4	-1	11	-1	2	-4	3
CCCCn1c(N)c(N(CCOC)C(=O)CCNC(=O)c2ccccc2Cl)c(=O)[nH]c1=O	7	3	x	-1	-2	x	-8	-3
O=C(CN1C(=O)c2ccccc2C1=O)Nc1nc(-c2cccc([N+](=O)[O-])c2)cs1	x	x	x	x	2	1	0	15
Cc1ccccc1NC(=O)C1CCN(C(=O)NC2CCCCC2)CC1	-6	-1	3	-1	-2	-1	2	-41
COC(=O)c1ccc(Nc2ncnc3c2cnn3-c2cccc(C)c2)cc1	-11	1	0	-4	7	-5	-8	-5
C[C@@H]1C(c2ccc(F)cc2)=NN(c2ccccc2)[C@H]1C(=O)N1CCOC1=O	7	x	x	-1	x	-9	-2	-6
Cc1ccc(C2=NNC(=O)C(c3c[nH]c4ccccc34)C2)cc1 (stereo unspecified)	-7	-21	11	x	-3	10	3	-45
Cc1onc(-c2ccccc2)c1C(=O)Nc1ccc(NC(=O)c2c(-c3ccccc3)noc2C)cc1	-28	-3	2	x	x	0	1	4
CCOC(=O)NC(NCc1ccccc1)(C(F)(F)F)C(F)(F)F	36	x	2	x	0	0	1	-6
CCCCN(Cc1cc2ccccc2[nH]c1=O)S(=O)(=O)c1ccc(C)cc1	15	-15	-23	5	x	-12	5	9
CCOc1ccc(-c2nnc(NC(=O)Cc3cc(OC)c(OC)c(OC)c3)o2)cc1	-29	x	-3	-2	3	-31	-4	-7

Some of the entries above, reformatted:
Order of results – PAX8 inh HTS	PGC1a acetyl inh	FN deposition inh	PglD DTNB	ERAP1 inh	EWS-Fli inh	S100A4 inh HTS	LGR2 antag
Nc1nc2c(ncn2[C@@H]2O[C@H](C(=O)N[C@@H](Cc3ccccc3)C(=O)NCc3ccc4c(c3)OCO4)[C@@H](O)[C@H]2O)c(=O)[nH]1
 : -9	x	6	x	-1	-9	0	-9
O=C(NC1CCC1)[C@@H]1[C@@H](CO)[C@@H]2Cn3c(ccc(-c4ccccc4)c3=O)[C@H]1N2Cc1cocn1
 : 1	x	x	-3	-1	4	39	3
CN1CCN(C(=O)c2cc3c(c(-c4cccc(-c5ccccc5F)c4)n2)[C@@H](CCO)N([S@](=O)C(C)(C)C)C3)CC1
 : 2	3	-2	6	1	-10	-56	-9

New compounds follow
SMILES	PAX8 inh HTS	PGC1a acetyl inh	FN deposition inh	PglD DTNB	ERAP1 inh	EWS-Fli inh	S100A4 inh HTS	LGR2 antag
CC(C)(C)c1ccc(C(CC(=O)O)NC(=O)c2ccccc2F)cc1 (stereo unspecified)	-5	13	-2	x	2	1	-1	4
CN(C)c1ccc(S(=O)(=O)N2CCCCC2)cc1NC(=O)COc1ccccc1F	-9	x	7	x	0	3	8	16
O=C(C[C@@H]1CC[C@@H](NC(=O)Nc2ccccc2F)[C@H](CO)O1)NCc1ccc(F)cc1	x	7	x	x	3	-2	26	2
CN1CCN(C(=O)C[C@@H]2CC[C@@H]3[C@H](COc4ccc(NC(=O)c5cccs5)cc4C(=O)N3C)O2)CC1	3	4	-13	0	-1	5	-11	-8
O=C(O)c1ccc(C(=O)O)c(C(=O)c2ccc(NC(=O)c3ccccc3)cc2)c1	9	5	-2	-6	1	9	-4	-16
N#C[C@H]1[C@@H](c2ccc(C#CC3CC3)cc2)[C@@H](CO)N1C(=O)Cc1ccccn1	2	8	-6	-1	-2	-4	-5	12
COc1ccc(-c2ccc3c(c2)[C@@H]2[C@@H](CCN2C(=O)C2CCCC2)[C@H](CO)N3C)cc1	76*	0	-13	x	5	-1	-10	-11
CCc1nc2ccc(C(=O)Nc3ccc(OC)c(OC)c3)cn2c1N(C)C(=O)c1cccc(OC)c1	9	-8	-11	3	-1	-4	6	20
COc1ccc(-c2cc(=O)c3c(O)c(OC)c(O)cc3o2)cc1	x	-8	x	-1	-1	-92	4	47
C[C@H](CCC(=O)O)[C@H]1CC[C@H]2[C@@H]3CC[C@@H]4C[C@H](O)CC[C@]4(C)[C@H]3CC[C@]12C	x	-3	x	1	8	-6	4	x
CCOc1cccc(NC(=O)C2CC(=O)N(C)C2)c1 (stereo unspecified)	x	-2	x	-2	-5	-5	3	13
CC(C)Cn1c(=O)c(C(=O)Nc2ccncc2)c(O)c2ccccc21	-15	6	-1	1	3	-15	-1	-7
CC1C2Cn3c(nc4ccccc43)C1N(C(C)C)O2 (stereo unspecified)	14	x	2	2	-1	-1	1	-23
O=C(O)c1ccccc1CSc1ccccn1	9	5	1	3	0	1	6	-19
O=C(C[C@H]1CC[C@@H](NC(=O)c2ccc3c(c2)OCO3)[C@@H](CO)O1)NCc1ccc(F)cc1	-20	-6	x	3	-1	1	2	-29
O=C(CNC(=O)c1ccccc1F)N/N=C/c1cccs1	-17	3	10	1	-6	-46	-3	-18
COn1c(SC(C)C)nc2ccccc2c1=O	-15	1	0	-1	x	x	x	x
Nc1nc(N2CCN(Cc3ccccc3)CC2)n[nH]1	2	0	-4	1	4	5	-5	13
CN1CCN(C(=O)C[C@@H]2CC[C@@H](NC(=O)Cc3ccccn3)[C@@H](CO)O2)CC1	7	-2	-7	-4	3	0	11	28
CCOc1cccc2sc(Nc3nc4ccc(NC(C)=O)cc4s3)nc12	44	x	4	x	1	16	-1	u
S=C1SCN(CC2CC2)CN1CC1CC1	-3	x	1	x	x	-92	-5	-5
CN(C(=O)c1ccc(NC(=O)Cc2cccc([N+](=O)[O-])c2)cc1)C1CC1	-6	-6	-1	3	-1	-6	4	-19
CCc1nc2ccc(C(=O)NCc3ccco3)cc2nc1CC	-5	-2	-3	-3	x	x	x	x
N#Cc1c(NC(=O)COC(=O)c2ccc(S(=O)(=O)N3CCCC3)cc2)sc2c1CCCCC2	-15	x	12	0	0	-10	-6	3
COCC(=O)N1CC[C@@H]2[C@H]1c1cc(-c3ccc(OC)cc3)ccc1N(C)[C@@H]2CO	-22	14	1	1	-4	-8	24	-11
CC(C)CC(=O)Nc1nnc(S(=O)(=O)Nc2ccccc2)s1	-13	12	5	-4	-1	8	-3	5
Cc1c(C)c2cc(Cl)c(OCC(=O)NCCCN3CCCC3=O)cc2oc1=O	-4	-11	x	5	-1	-6	-2	-15
Cc1cccc(-n2nnc(C(=O)NCc3ccc4c(c3)OCO4)c2N)c1	-9	-5	0	0	x	x	x	x
CC1Sc2ccc(S(=O)(=O)CCC(=O)N3CCN(c4ccccc4F)CC3)cc2NC1=O (stereo unspecified)	24	6	1	-1	-2	x	0	-2
Cc1ccc(SCCNC(=O)/C=C/c2ccccc2Cl)cc1	x	-2	x	-1	-3	-7	9	-3
CN1CCN(C(=O)C[C@H]2CC[C@H]3[C@@H](COC[C@H](O)CN3C(=O)C3CCOCC3)O2)CC1	-6	-1	-3	2	-6	-3	-23	-7
COc1cc2c(cc1OC)C(C)N(S(=O)(=O)c1cccs1)CC2 (stereo unspecified)	15	6	0	-6	0	8	-2	-17
Cc1ccc(S(=O)(=O)N(C)C[C@H]2Oc3ncc(Br)cc3C(=O)N([C@H](C)CO)C[C@H]2C)cc1	-13	-2	x	4	-3	-11	-15	6
COc1ccccc1CNC(=O)CN(C)CC(=O)Nc1ccccc1Br	16	5	8	-5	-4	40	2	x
CCOc1ccc(CCNC(=O)COC(=O)COc2ccccc2C)cc1OCC	-11	9	1	x	-1	-4	-4	2
COC(=O)C[C@@H]1C[C@@H]2c3cc(NC(=O)C4CCOCC4)ccc3O[C@@H]2[C@H](CO)O1	-11	-2	3	2	-3	-4	13	-27
CCc1ccc(C(=O)CN2CCSC2=N)cc1	-128	x	5	x	0	-74	7	-46
N#Cc1cccc(Nc2c3c(nc4ccccc24)CCC3)c1	13	0	-6	-6	2	11	0	-5
COCC(=O)Nc1ccc2c(c1)C(=O)N(C)C[C@@H](OC)[C@@H](C)CN(Cc1cncnc1)[C@H](C)CO2	x	4	0	-2	-1	-3	4	7
COc1cccc(C2=CC(=O)CC(C)(C)C2)c1OC	-1	x	10	-5	-2	-8	-1	4
CSC(=NC1CCCCC1)NS(=O)(=O)c1ccccc1	x	-1	-3	2	0	-1	-4	16
COc1ccccc1CNS(=O)(=O)CCNC1CC1	-9	x	5	-1	-1	-1	2	2
COCCCNC(=O)C[C@H]1C[C@H](C(=O)N2CCCCC2)[C@@]2(C)c3[nH]c4ccc(Cl)cc4c3CCN2C1=O	2	-7	-3	3	7	-7	11	9
CCCC#Cc1ccc2c(c1)O[C@@H](CN(C)C(=O)NCCC)[C@@H](C)CN([C@@H](C)CO)S2(=O)=O	8	5	x	-2	-1	5	-4	-11

Structural class, the compounds so far with an aryl methoxy group
SMILES	PAX8 inh HTS	PGC1a acetyl inh	FN deposition inh	PglD DTNB	ERAP1 inh	EWS-Fli inh	S100A4 inh HTS	LGR2 antag
CCOc1ccc(-c2nnc(NC(=O)Cc3cc(OC)c(OC)c(OC)c3)o2)cc1	-29	x	-3	-2	3	-31	-4	-7
COc1ccc(-c2ccc3c(c2)[C@@H]2[C@@H](CCN2C(=O)C2CCCC2)[C@H](CO)N3C)cc1	76*	0	-13	x	5	-1	-10	-11
CCc1nc2ccc(C(=O)Nc3ccc(OC)c(OC)c3)cn2c1N(C)C(=O)c1cccc(OC)c1	9	-8	-11	3	-1	-4	6	20
COc1ccc(-c2cc(=O)c3c(O)c(OC)c(O)cc3o2)cc1	x	-8	x	-1	-1	-92	4	47
COCC(=O)N1CC[C@@H]2[C@H]1c1cc(-c3ccc(OC)cc3)ccc1N(C)[C@@H]2CO	-22	14	1	1	-4	-8	24	-11
COc1cc2c(cc1OC)C(C)N(S(=O)(=O)c1cccs1)CC2 (stereo unspecified)	15	6	0	-6	0	8	-2	-17
COc1ccccc1CNC(=O)CN(C)CC(=O)Nc1ccccc1Br	16	5	8	-5	-4	40	2	x
COc1cccc(C2=CC(=O)CC(C)(C)C2)c1OC	-1	x	10	-5	-2	-8	-1	4
COc1ccccc1CNS(=O)(=O)CCNC1CC1	-9	x	5	-1	-1	-1	2	2
